TROY NFkB inh – blocks TROY-dependent signaling in reporter cells; 0.98% of 360,000 active; inhibition, % at 10 µM; Q293 LMP1-TROYcd NF-kB luciferase reporter, 4 h;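 active = compounds whose plate-normalised and pattern-corrected inhibition of the luciferase reporter signal at the single screening dose is 50% or more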
Vif imaging – blocks HIV Vif function; HEK293T cells, Vif self-association by quenched fluorescence, imaging, 24 h; inhibition, % at 7.49 µM; 0.35% of 340,000 active; in the data active = inhibition above about 50%, passing the limit was not always enough; note: some results filed as inactive read as strong as hits
TRAIL sens C8 – caspase-8 TRAIL sensitization. NB7+C8 cells + TRAIL, ATPlite viability luminescence. inhibition (viability loss, TRAIL sensitization), % at 10 µM. 1% of 360,000 active. AID 624354;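 active = compounds causing at least 50% loss of cell viability in the single-dose screen, relative to plate controls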
SRC2 inh – human SRC2 (NCOA2) inhibition; 0.17% of 370,000 active; inhibition, % at 9 µM; HEK293 GAL4-SRC2 luciferase reporter, luminescence; Q15596;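 active = inhibition above the mean inhibition of all tested compounds plus 3 SD, set per campaign, cut at about 52% in these data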;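 note: 0% = DMSO treated cells and 100% = cells given Gossypol at 36 µM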
EBV LMP1 NFkB – Epstein-Barr LMP1 NF-kappaB reporter inhibition; LMP1-induced NF-kappaB luciferase reporter cells, luminescence; inhibition, % at 12.5 µM; 0.69% of 350,000 active; AID 504558; in the data active = inhibition above about 41%;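 note: 0% = neutral control wells and 100% = reference inhibitor control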
NOD2 RIPK2 PPI – inhibitors of human NOD2-RIPK2 interaction | O43353 | CHO BLA complementation NOD2-RIPK2, CCF4 ratio | inhibition, % at 4.98 µM | 0.38% of 360,000 active | AID 624267; in the data active = inhibition above about 21%;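 note: 0% = vehicle only and 100% = reference blocker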
NCOA1 inh – inhibitors of human steroid receptor coactivator 1 (SRC1); HEK293 GAL4-SRC1 luciferase reporter, luminescence; inhibition, % at 3.6 µM; 0.12% of 360,000 active; AID 588354;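 active = inhibition above the campaign mean plus 3 SD, with each screening campaign given its own cutoff, cut at about 60% in these data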;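 note: 0% = DMSO treated cells and 100% = gossypol at 36 µM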
LRH-1 inv ag – NR5A2 inverse agonism in reporter assay | O00482 | HEK293T StAR-luciferase reporter, LRH-1 transfected, 24 h | inhibition, % at 3.6 µM | 0.13% of 360,000 active;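 active = inhibition above the mean inhibition of all tested compounds plus 3 SD, cut at about 73% in these data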;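 note: 0% = DMSO wells and 100% = reporter-only cells lacking LRH-1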
SRC3 inh – inhibits human SRC3 coactivator. HEK293 GAL4-SRC3 luciferase reporter, luminescence. inhibition, % at 3.6 µM. 0.17% of 360,000 active. AID 588352;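 active = inhibition above a per-campaign cutoff, the mean of all compounds plus 3 SD, cut at about 60% in these data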;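 note: 0% = DMSO-treated cells and 100% = gossypol-treated cells at 36 µM; higher means less SRC3-driven luciferase light from the GAL4 reporter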
TLR9-MyD88 inh – TLR9-MyD88 interaction inhibition | 0.21% of 340,000 active | CHO BLA complementation TLR9-MyD88, CCF4 FRET ratio | Q9NR96+Q99836 | inhibition, % at 4.98 µM | AID 504734;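 active = inhibition above the mean over all tested compounds plus 3 SD, cut at about 21% in these data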;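 note: 0% = DMSO only wells and 100% = clavulanate BLA inhibitor control wells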
NR2F2 inh – inhibitors of human COUP-TFII (NR2F2); 0.7% of 370,000 active; inhibition, % at 8.6 µM; HEK293T NGFI-A luciferase reporter, luminescence;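 active = inhibition above a per-plate cutoff, mean inhibition of test wells between control levels plus 3 SD, cut at about 38% in these data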;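 note: cells cotransfected with COUP-TFII expression vector driving the NGFI-A reporter; 0% = median of COUP-TF2 test wells and 100% = reporter-only cells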
The depositor's hits bear a star; x = not tested or not shown. These rows are one share of the data; count on the stated rates, not on these rows.

SMILES	TROY NFkB inh	Vif imaging	TRAIL sens C8	SRC2 inh	EBV LMP1 NFkB	NOD2 RIPK2 PPI	NCOA1 inh	LRH-1 inv ag	SRC3 inh	TLR9-MyD88 inh	NR2F2 inh
O=S(=O)(N/N=C/c1ccc2c(c1)OCO2)c1ccc(Br)cc1	-11	-13	-16	18	-12	-10	-3	0	-2	-3	-2
COc1ccc(CCN(Cc2cccs2)S(=O)(=O)c2ccc(C(=O)O)cc2)cc1OC	2	0	-8	3	-2	6	6	5	20	-4	-6
CCc1cccc(NC(=O)CSCc2cc(=O)[nH][nH]2)c1	2	4	-4	-1	-2	-6	-3	-18	-4	1	0
CC(Cc1c[nH]c2ccccc12)NC(N)=O (stereo not drawn)	-1	-20	-1	-21	-1	8	-18	14	10	3	2
CC(C)c1ccc(/C=N/Nc2ccc(C(=O)O)cc2)cc1	57*	0	15	1	4	9	36	-97	36	5	52*
O=C(OCc1nc2ccccc2[n+]([O-])c1C(=O)c1ccccc1)c1cccnc1	-3	-1	1	-13	5	6	2	-20	10	0	6
NS(=O)(=O)c1ccc(NCc2c(F)cccc2Cl)cc1	-48	3	1	-12	-1	-7	-10	-10	-18	-4	3
CC1(C)C(=O)N(CCN2CCC(C(=O)c3ccc(F)cc3)CC2)c2ccccc21	21	-6	1	-2	0	-10	9	8	3	-10	14
CCOC(=O)C(C)(C)Sc1nc2c(cnn2-c2ccc(F)cc2)c(=O)[nH]1	-10	-11	9	10	6	-6	-1	-13	-15	-10	-2
Cc1cccc(C(=O)Nc2cc(=O)n(C)c(=O)n2C)c1	-27	21	6	-16	0	-2	9	6	6	1	7
CSc1nc2ccc(NC(=O)CS(=O)(=O)c3ccccc3)cc2s1	-61	-4	-6	-24	-6	-5	-41	-34	-44	7	-16
CN1CCc2c(sc3c2c(=O)n(-c2ccccc2)c2n[nH]c(=S)n32)C1	-10	34	3	-9	-3	1	1	-4	-14	-2	0
C[C@H](CO)N1C[C@H](C)[C@H](CN(C)S(=O)(=O)c2ccccc2F)OCc2cnnn2CCCC1=O	2	8	7	-15	-4	-9	-21	17	-5	6	0
CC(=NNc1nc2ccccc2s1)c1ncccn1	-8	-11	23	-46	63*	9	-175	-109	-128	20	-38
CCN(CC)S(=O)(=O)c1ccc2c(c1)c(=O)c(C(=O)NCCOC)cn2C	-25	-14	10	9	-8	-2	-6	-3	-6	-6	2
NS(=O)(=O)c1cccc(Nc2nc3ccccc3nc2NS(=O)(=O)c2ccc(Cl)cc2)c1	26	0	9	9	-4	-3	-1	1	-8	-3	-5
OC(c1cccc(CN2CCCCC2)c1)c1ncc(-c2cccc(C(F)(F)F)c2)[nH]1 (stereo not drawn)	9	-5	-4	-30	x	-10	17	-8	-14	x	-14
CCSc1nnc(NC(=O)C(CC)(C(F)(F)F)C(F)(F)F)s1	24	-15	-1	3	6	-7	24	34	36	3	6
O=C(CCCNS(=O)(=O)c1cccs1)N1CCc2ccccc2C1	-5	-1	5	-28	-8	-9	-29	-19	-16	-5	-7
O=C(CC1C(=O)NCCN1Cc1ccoc1)NCCCn1ncc2ccccc21 (stereo not drawn)	13	-10	4	-37	-1	-4	-7	-9	-3	-2	15
COCC(=O)N(C)c1nnc(-c2cnccn2)s1	-3	16	-3	-18	6	2	-3	12	16	-7	-3
COc1cc(NC(=O)c2cc3ccccc3o2)c(OC)cc1Br	-6	4	10	-16	0	-9	-21	-5	-2	3	9
CC1CCCC(C)N1C(=O)COC(=O)Cc1c[nH]c2ccccc12 (stereo not drawn)	-5	-2	-9	-6	-8	-4	-4	-14	9	-3	2
CCCc1ccc(C(=O)CCC(=O)O)cc1	-57	x	-6	-5	5	-17	-14	-1	-5	7	-17
COCCNC(=O)c1ccc2c(=O)n(Cc3ccco3)c(SCC(=O)NC3CCCCC3)nc2c1	1	2	1	-11	0	0	-23	-22	4	4	9
Remaining list, next part.
SMILES	TROY NFkB inh	Vif imaging	TRAIL sens C8	SRC2 inh	EBV LMP1 NFkB	NOD2 RIPK2 PPI	NCOA1 inh	LRH-1 inv ag	SRC3 inh	TLR9-MyD88 inh	NR2F2 inh
O=c1oc2cccnc2n1CCS(=O)(=O)c1ccc(F)cc1	-17	10	-18	-6	-6	4	-18	-6	4	5	-32
O=C(O)CSCC(=O)N1CCCN(c2nccc(C(F)(F)F)n2)CC1	-14	-7	7	-16	-3	5	0	12	12	-2	-7
COc1cccc2cc(-c3ccccc3)c(=O)oc12	-81	-1	29	-27	-30	-2	-82	-98	-84	9	-60
CCNC(=S)N=Nc1c(O)[nH]c2ccc(C(C)C)cc12	4	5	2	6	11	-1	-18	25	24	-2	1
CC(C)(C)c1ccc(/C=N/Nc2cccc(C(=O)O)c2)cc1	-55	-1	33	-62	72*	-11	-168	-325	-170	-11	-10
CCCC(C)NC(=O)/C=C/c1cccc([N+](=O)[O-])c1 (stereo not drawn)	-17	-6	-6	1	8	3	-15	-3	17	1	1
COc1ccccc1-c1cc(NC=O)c2ncc(-c3cccc(C(F)(F)F)c3)n2c1	12	x	8	-12	x	2	12	-17	-22	x	6
O=C(O)CCC(=O)N1N=C(c2ccc(Br)cc2)CC1c1ccc(Br)cc1 (stereo not drawn)	-8	1	2	-4	-11	-10	14	-1	-10	0	-2
C/C(=N\N=C(N)N)c1ccc(Cl)cc1	10	0	-3	-48	1	2	-2	2	13	-9	15
O=C(CN(Cc1cccs1)C(=O)CSc1nnc(COc2ccccc2)o1)NC1CCCCC1	-13	-8	-11	6	7	-4	-6	-7	6	-6	5
COc1ccc(CC(=O)OCC(=O)Nc2c(C)n(C)n(-c3ccccc3)c2=O)cc1	x	11	-6	-12	-6	-14	5	-9	-2	1	0
O=C(C1CCC1)N1CCN(c2ccccc2)CC1	-10	-4	-21	-19	-3	-1	-25	-22	-17	-18	2
CC1Oc2ccc(C#N)cc2N(Cc2cccc(F)c2)C1=O (stereo not drawn)	-1	x	11	6	x	-10	-6	-15	7	x	12
FC(F)(F)c1cccc(-c2nc3nc(Cl)c(Cl)nc3[nH]2)c1	34	-9	53*	x	19	4	-26	-84	36	12	x
COc1cccc(NC(=O)NCCN2CCCCC2)c1	4	9	7	5	8	4	-29	-15	-21	2	5
COc1ccccc1/C=C(/C(=O)OCC(=O)N(C)Cc1ccccc1)c1ccccc1	16	-3	12	-12	3	-6	-7	13	12	3	7
Cc1ccc(-c2nc(C)sc2CC(=O)O)cc1	9	0	16	3	-1	-8	11	9	15	0	-4
CCOc1cc(S(=O)(=O)N2CCN(S(=O)(=O)CC)CC2)c(OCC)cc1-n1cnnn1	-1	-4	-8	3	-7	6	6	-14	-9	-4	2
CC1CC(C)(C)NC(=S)N1CC(=O)NCc1ccc(Cl)cc1 (stereo not drawn)	2	4	-16	0	-7	7	-8	6	10	4	7
CCN(CC(=O)NCc1ccc(F)cc1)CC(O)COCc1cccc(OC)c1 (stereo not drawn)	1	0	-7	-7	-14	-8	-5	4	13	-2	4
CCc1ccc(NC(=O)CN(c2ccccc2)S(=O)(=O)N(C)C)cc1	8	-7	3	-16	-7	-4	-8	-1	-2	9	-16
Cc1cc[n+]2c3c(cccc13)CCC2	-10	0	7	-1	4	-11	7	-1	-1	4	-9
CSCCC(NC(=O)c1ccccc1Br)C(=O)Nc1ccc(C)cc1 (stereo not drawn)	6	-1	-2	-10	6	-19	-5	12	5	3	12
Cn1c(CN2CCOCC2)nnc1SCC(=O)NCCc1ccccc1	-6	-3	0	3	-18	5	-10	12	-3	5	9
Cn1c(=O)c2cc(NC(=O)CCc3cccnc3)ccc2n1Cc1cccc(C(F)(F)F)c1	7	-8	-1	6	x	-5	0	-24	1	x	20
(further entries)
SMILES	TROY NFkB inh	Vif imaging	TRAIL sens C8	SRC2 inh	EBV LMP1 NFkB	NOD2 RIPK2 PPI	NCOA1 inh	LRH-1 inv ag	SRC3 inh	TLR9-MyD88 inh	NR2F2 inh
COc1cc(OC)cc(C(=O)OCC(=O)c2cc(C)n(CC3CCCO3)c2C)c1 (stereo not drawn)	-9	-12	15	-11	1	-8	-12	-2	-8	-3	2
CC(C)C(C(=O)NC1=NCCS1)c1ccc(Cl)cc1 (stereo not drawn)	-3	-1	18	-11	2	3	11	9	7	-5	10
CCn1c(Oc2ccccc2)nc2c1c(=O)n(C)c(=O)n2C	10	-10	8	40	11	9	-10	-3	23	0	13
COn1c(=O)c(-c2ccc(Cl)cc2)[n+]([O-])c2ccccc21	-34	-1	3	0	-6	-15	-9	-6	4	-8	9
COc1ccccc1C(=O)Nc1cc2c(cc1C(=O)O)OCCCO2	19	8	-4	2	2	-1	-30	-4	-11	-7	-5
COc1ccc(/C=C2\Oc3cc(OCC(=O)N4CCC[C@H]4CO)ccc3C2=O)c(OC)c1	0	-3	-15	x	-5	11	-3	6	8	-9	x
COc1cccc(C(C)(O)c2nc(-c3cc(F)cc(F)c3)cs2)c1 (stereo not drawn)	31	-11	4	11	x	1	20	16	21	x	8
CCc1nnc(NC(=O)COc2ccccc2[N+](=O)[O-])s1	6	-2	3	-9	-5	-6	-8	-18	1	5	0
Cc1onc(-c2ccccc2)c1C(=O)N1CCN(S(=O)(=O)c2ccccc2C(F)(F)F)CC1	-5	12	12	-15	-6	-4	-39	-7	16	2	-20
CCC(CC)NC(=O)CCCSc1nc2ccccc2[nH]1	-3	-11	-4	-9	-6	0	-15	-10	7	4	-3
CC(=O)c1ccc(NC(=O)C2CC(=O)Nc3nc4ccccc4n32)cc1 (stereo not drawn)	2	-11	-4	2	-5	-8	1	4	18	-5	5
O=C(C[C@@H]1C/C=C/CCCC(=O)O[C@H](c2ccccc2)CNC1=O)NCCO	-29	-10	-17	-19	2	-7	-10	7	9	1	-7
COc1ccc(CNC(=O)CCNC(=O)c2ccco2)cc1OC	4	0	1	-8	-1	-2	-3	1	9	-5	6

In the list so far, nine have an NH in an aromatic ring:
SMILES	TROY NFkB inh	Vif imaging	TRAIL sens C8	SRC2 inh	EBV LMP1 NFkB	NOD2 RIPK2 PPI	NCOA1 inh	LRH-1 inv ag	SRC3 inh	TLR9-MyD88 inh	NR2F2 inh
CCc1cccc(NC(=O)CSCc2cc(=O)[nH][nH]2)c1	2	4	-4	-1	-2	-6	-3	-18	-4	1	0
CC(Cc1c[nH]c2ccccc12)NC(N)=O (stereo not drawn)	-1	-20	-1	-21	-1	8	-18	14	10	3	2
CCOC(=O)C(C)(C)Sc1nc2c(cnn2-c2ccc(F)cc2)c(=O)[nH]1	-10	-11	9	10	6	-6	-1	-13	-15	-10	-2
CN1CCc2c(sc3c2c(=O)n(-c2ccccc2)c2n[nH]c(=S)n32)C1	-10	34	3	-9	-3	1	1	-4	-14	-2	0
OC(c1cccc(CN2CCCCC2)c1)c1ncc(-c2cccc(C(F)(F)F)c2)[nH]1 (stereo not drawn)	9	-5	-4	-30	x	-10	17	-8	-14	x	-14
CC1CCCC(C)N1C(=O)COC(=O)Cc1c[nH]c2ccccc12 (stereo not drawn)	-5	-2	-9	-6	-8	-4	-4	-14	9	-3	2
CCNC(=S)N=Nc1c(O)[nH]c2ccc(C(C)C)cc12	4	5	2	6	11	-1	-18	25	24	-2	1
FC(F)(F)c1cccc(-c2nc3nc(Cl)c(Cl)nc3[nH]2)c1	34	-9	53*	x	19	4	-26	-84	36	12	x
CCC(CC)NC(=O)CCCSc1nc2ccccc2[nH]1	-3	-11	-4	-9	-6	0	-15	-10	7	4	-3
